Screening data deposited in PubChem BioAssay by National Center for Advancing Translational Sciences (NCATS).
AmpC det inh: blocks E. coli AmpC beta-lactamase in presence of detergent; P00811; 0.09% of 71,000 active; purified AmpC, nitrocefin hydrolysis with detergent; Potency, µM (titrated, usually from 28.7 µM), for inactives: at the highest dose activity change, negative = inhibition; active means well fitted curve in the direction sought with a large enough effect
Target sequence (P00811 whole entry, looked up): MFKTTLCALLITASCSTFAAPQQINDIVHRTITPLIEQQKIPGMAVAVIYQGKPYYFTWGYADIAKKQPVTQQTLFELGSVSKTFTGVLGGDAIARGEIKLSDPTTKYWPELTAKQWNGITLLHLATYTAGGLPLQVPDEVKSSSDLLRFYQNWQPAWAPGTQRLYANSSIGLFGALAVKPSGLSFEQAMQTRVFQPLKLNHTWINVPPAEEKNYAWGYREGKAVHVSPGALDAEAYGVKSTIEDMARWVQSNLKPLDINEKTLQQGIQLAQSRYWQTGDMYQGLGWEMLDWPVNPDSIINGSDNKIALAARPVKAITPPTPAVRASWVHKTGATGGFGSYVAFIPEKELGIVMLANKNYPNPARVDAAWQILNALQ
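E. coli AmpC (5.3 nM) in 20 mM phosphate pH 7.0 with 0.01% Triton X-100, preincubated 15 min RT with compound; nitrocefin (2 uL of 800 uM stock) hydrolysis followed by 480 nm absorbance every 20 s over 4 min.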
* = called active by the depositor; [ ] = remark or other dose. On the % scale 0 is the no-effect control and ±100 the full control effect; potency means the concentration at half of the fitted maximal effect. Only part of the results is shown, so the mix of outcomes need not match the whole.

structure	AmpC det inh
CCn1c(SCC(N)=O)nnc1-c1ccco1	-2.1%
c1ccc(-n2c(SCc3nc(-c4cccs4)no3)nnc2-c2ccco2)cc1	-3.7%
O=c1c(CCc2ccccc2)nc2cnc(N3CCNCC3)nc2n1C1CC1	-4.9%
CCOC(=O)Cc1nn2c(=O)cc(C)nc2s1	-2.5%
CCC1(CC)C(=O)NC(=NCCc2c[nH]c3ccccc23)NC1=O	-0.5%
CNc1nnc(-c2cccc(N(C)C)c2)s1	15.5%
Nc1nc(-c2c[nH]c3ccccc23)cs1	-7.7%
COc1cccc(/C=N/n2cnnc2)c1OCc1ccccc1	0.2%
COc1cc(NC(=O)c2ccco2)c(OC)cc1NC(=O)CSc1ncc(-c2ccc(F)cc2)[nH]1	-3.0%
O=C(O)C1CCCCC1C(=O)NCc1ccc(F)cc1 (stereo not drawn)	-5.3%
COc1ccc2[nH]cc(CCNc3ccnc(-c4ccccc4Cl)n3)c2c1	9.4%
O=C(CCN1CCOCC1)Nc1ccc2c(c1)N(C(=O)CN1CCOCC1)c1ccccc1CC2	0.6%
O=C(Cn1nnc2ccccc2c1=O)NCc1ccco1	11.9%
O=C1CC(c2ccc(F)cc2)Cc2nc(NCc3ccco3)ncc21 (stereo not drawn)	-2.7%
CC1=C(C(=O)OC(C)C)C(c2cccs2)n2ncnc2N1 (stereo not drawn)	12.6%
c1ccc2c(c1)CCN(c1nc3cc4c(cc3s1)OCCO4)C2	0.8%
Cc1cn([C@@H]2C[C@H](N=[N+]=N)[C@H](CO)O2)c(=O)[nH]c1=O	-0.6%[12.8 µM]
CCn1c(SCC(=O)N2CCCC2)nc2c1c(=O)n(C)c(=O)n2C	0.4%
Cn1c(NCc2c[nH]c3ccccc23)nc2ccccc21	12.0%
CC1CCN(S(=O)(=O)c2cccc(-c3nnc(-c4cccnc4)o3)c2)CC1	-5.3%
Cc1ccc(SCCN2C(=O)NC(C)(C)C2=O)cc1	-2.1%
Cc1ccc(CNC(=O)CCCOc2cc(=O)n(C)c3ccccc23)o1	-3.8%
CC(NC(=O)C1CC=CCC1C(=O)O)C1CC2CCC1C2 (stereo not drawn)	-3.4%
O=C(c1cccs1)C1CN2CCC1CC2 (stereo not drawn)	0.4%
CC(C)N(Cc1nc(-c2ccc(Cl)cc2)no1)C(=O)C12CC3CC(CC(C3)C1)C2	-0.4%
CCCN1C(=O)C(O)(CC(=O)c2ccc3c(c2)OCCO3)c2ccccc21 (stereo not drawn)	-2.3%
COc1cccc(-c2nc(CS(=O)(=O)CC(=O)Nc3cccc(C)c3C)c(C)o2)c1	4.9%
Cc1ccc(N2CC(C(=O)NC3CCSC3=O)CC2=O)cc1 (stereo not drawn)	6.3%
CC(C)N(C=O)C1(C(=O)NC2CCCCC2)CCCCC1	-3.0%
CCN(CC)C(c1ccc(F)cc1)c1nnnn1C1CCCCC1 (stereo not drawn)	-5.8%
O=C(O)[C@H]1[O][Sb][O][C@@H](C(=O)O)C1O (stereo partly drawn)	-4.0%[5.75 µM]
O=C(c1ccncc1)N1CCC[C@@]2(CCN(c3cccc(-c4ccccc4)c3)C2)C1	1.3%
ON=C1/C(=N\O)CC2(C/C1=N/O)OCCO2	-1.0%
CCCC(NS(=O)(=O)c1ccc(Br)cc1)C(=O)O (stereo not drawn)	9.8%
O=C(O)c1ccc([N+](=O)[O-])cc1	6.6%
O=C(NCN1CCN(c2ccccc2F)CC1)c1ccccc1	12.5%
CCOC(=O)N1CCN(C(=O)Cn2nc(-c3ccc(Cl)cc3)ccc2=O)CC1	9.9%
CCCCNC(=O)c1cc2c(=O)n3cccc(C)c3nc2n(CCN2CCOCC2)c1=N	2.1%
CCCOc1cccc(C(=O)Nc2cccnc2)c1	-3.9%
CC12CN3CC(C)(CN(C1)C3c1cccs1)C2 (stereo not drawn)	-1.7%
CCOc1ccc(C(=O)O)cc1OC	-2.6%
CN1CCN(C(=O)c2ccccc2-c2nc(-c3ccccc3)no2)CC1	-3.0%
COc1cccc(Cn2c(=O)c(-c3cccs3)nc3cnc(N4CCOCC4)nc32)c1	-0.4%
Cc1ccc(S(=O)(=O)N(C)c2ccc(C(=O)N3CCC(C(N)=O)CC3)cc2)cc1	-2.0%
C=CCn1c(=N)n(CC(=O)O)c2ccccc21	-1.9%
CCCCCCn1c(C(C)NC(=O)c2ccco2)nc2ccccc21 (stereo not drawn)	9.6%
COc1ccc(OC)c2[nH]c(=O)c(CCNC(=O)C3CCCCC3)cc12	0.6%
O=C1CC(Nc2ccc(N3CCOCC3)cc2)C(=O)N1c1ccccc1F (stereo not drawn)	13.0%
COc1cc2c3cc1Oc1cc(ccc1O)C[C@@H]1c4c(cc(OC)c(O)c4Oc4cccc(c4)C[C@H]3N(C)CC2)CC[N+]1(C)C	-3.1%[12.8 µM]
CCN1c2nc3c(C)cccn3c(=O)c2CC2(C(=O)N(C)C(=O)N(C)C2=O)C1C (stereo not drawn)	0.4%
O=C(CCC(=O)c1cccs1)OCC(=O)N1CCN(S(=O)(=O)c2ccccc2)CC1	-2.9%
N#CCCn1cnc2ccccc21	15.1%
COc1cc(CN2CCC(C(=O)NC3CCCC3)CC2)cc(Br)c1O	-3.1%
O=C(CN1C(=O)c2cccc3cccc1c23)N1CCN(c2ccccc2)CC1	-1.2%
Cc1cccc(Cn2c(SCCN3CCOCC3)nc3c2c(=O)n(C)c(=O)n3C)c1	11.5%
COc1ccc(C(C(=O)NC2CCCC2)N(CCN(C)C)C(=O)c2snc(C(N)=O)c2N)cc1 (stereo not drawn)	11.9%

More structures follow.
structure	AmpC det inh
O=C1OCc2cc(NC(=O)C3CCCCC3)ccc21	-1.5%
C=CCSc1nnc(-c2ccncc2)n1-c1ccc(OCC)cc1	-2.6%
O=C(C1CCC(CNc2nc(=S)[nH]c3ccccc23)CC1)N1CCN(c2ccccn2)CC1 (stereo not drawn)	-3.4%
C=CCN(CC=C)S(=O)(=O)c1ccc2nsnc2c1	6.2%
COc1ccccc1C(=O)NC(C)c1nc2ccccc2[nH]1 (stereo not drawn)	-3.0%
O=C(CSc1nnc(Cc2cc(=O)[nH]c(=O)[nH]2)n1-c1ccccc1)N1CCCc2ccccc21	1.1%
CCCCS(=O)(=O)NC1=NCN(CCO)CN1	9.7%
O=C(Nc1ccccc1C(=O)N1CCN(Cc2ccccc2)CC1)c1ccccn1	7.4%

Structures listed so far with a halogen, in the order listed:
structure	AmpC det inh
COc1cc(NC(=O)c2ccco2)c(OC)cc1NC(=O)CSc1ncc(-c2ccc(F)cc2)[nH]1	-3.0%
O=C(O)C1CCCCC1C(=O)NCc1ccc(F)cc1 (stereo not drawn)	-5.3%
COc1ccc2[nH]cc(CCNc3ccnc(-c4ccccc4Cl)n3)c2c1	9.4%
O=C1CC(c2ccc(F)cc2)Cc2nc(NCc3ccco3)ncc21 (stereo not drawn)	-2.7%
CC(C)N(Cc1nc(-c2ccc(Cl)cc2)no1)C(=O)C12CC3CC(CC(C3)C1)C2	-0.4%
CCN(CC)C(c1ccc(F)cc1)c1nnnn1C1CCCCC1 (stereo not drawn)	-5.8%
CCCC(NS(=O)(=O)c1ccc(Br)cc1)C(=O)O (stereo not drawn)	9.8%
O=C(NCN1CCN(c2ccccc2F)CC1)c1ccccc1	12.5%
CCOC(=O)N1CCN(C(=O)Cn2nc(-c3ccc(Cl)cc3)ccc2=O)CC1	9.9%
O=C1CC(Nc2ccc(N3CCOCC3)cc2)C(=O)N1c1ccccc1F (stereo not drawn)	13.0%
COc1cc(CN2CCC(C(=O)NC3CCCC3)CC2)cc(Br)c1O	-3.1%

(cont.)
smiles | AmpC det inh
CC(C)[C@@H]1NC(=O)N(c2ccc(Oc3ccccc3)cc2)C1=O | -3.2%
Cc1ccccc1Cn1nc(C)c(NC(=O)c2cc3n(n2)C(C(F)F)CC(C(F)F)N3)c1C (stereo not drawn) | -5.0%
CCCCn1cnc2c(SC)ncnc21 | -3.2%[5.75 µM]
CCOC(=O)c1cc2sc(C)cc2n1C(C)C(=O)OCC (stereo not drawn) | -0.1%
O=C(CCN1CCN(C(=O)c2ccco2)CC1)Nc1ccc(F)cc1 | -3.4%
O=C(CCc1nc(-c2ccccc2F)no1)NCc1ccco1 | -6.1%
Cc1nn(CC(=O)O)c2ccccc12 | -5.2%
c1cc(-c2nnc(-c3ccncc3)o2)ccn1 | 6.8%
CC(CCc1ccccc1)NC(=O)C1CCCN(c2nnc(-n3cccc3)s2)C1 (stereo not drawn) | 1.0%
COCCN(CCOC)S(=O)(=O)c1ccc(C(=O)Nc2nnc(C3CC3)o2)cc1 | -1.7%
N#Cc1cc(Sc2ccccn2)c(Sc2ccccn2)cc1C#N | -3.4%
COc1cccc(Nc2ncc3nc(-c4ccc(Cl)cc4)c(=O)n(C4CC4)c3n2)c1 | -1.0%
COc1ccc(S(=O)(=O)Cc2ccc(C(=O)NCCc3ccc(S(N)(=O)=O)cc3)o2)cc1 | 11.0%
Cn1c(-c2ccc(F)cc2)cnc1SCC(=O)N1CCCCC1 | 7.7%
CC(=O)Nc1ccc(OC(=O)c2ccccc2N)cc1 | 5.6%
COCCNC(=O)Cn1cc2c(n1)CCC(C)C2 (stereo not drawn) | -2.4%
CSC1=NCCN1C(=O)c1c(-c2ccccc2Cl)noc1C | 1.9%
O=C(CSc1nnc(-c2ccncc2)n1Cc1ccco1)c1ccc(Cl)cc1 | -4.4%
CN1CCN(c2nc3ccccc3nc2C(C#N)C(=O)OC2CCCCC2)CC1 (stereo not drawn) | -0.7%
COc1ccc(Br)cc1CNC(=O)C1CCN(S(=O)(=O)N2CCCCC2)CC1 | 0.9%
CC(C)(C)NC(=O)Cn1c(=O)oc2cc(S(=O)(=O)N3CCc4ccccc43)ccc21 | 10.0%
COC(=O)c1nnn(-c2nonc2N)c1CSc1nc2ccccc2s1 | -3.8%
CCCCN(C)c1nc(-c2ccco2)c2c(c1C#N)CC(C)(C)OC2 | 7.4%
CC1CCCN(Cc2nc3c(c(=O)n(C)c(=O)n3C)n2CC(N)=O)C1 (stereo not drawn) | 2.8%
CC(=O)c1ccc(N2CCN(C(=O)COc3ccc(F)cc3)CC2)c(F)c1 | -5.0%
Cn1c(=O)c2[nH]c(-c3ccc(S(=O)(=O)O)cc3)nc2n(C)c1=O | 0.4%
O=C(CSc1nnc(-c2ccc(Cl)cc2)n1Cc1ccco1)c1cccs1 | -0.1%
Cc1nc2scc(-c3cccs3)c2c(=O)n1-n1cccc1 | -1.6%
c1coc(-c2nnc(NC3=NCCC3)o2)c1 | -1.0%
CN=C(Nc1cc(C)nn1CCC#N)c1ccccc1F | 12.7%
O=C(Cn1ncn2c(cc3ccccc32)c1=O)NCc1ccco1 | -5.1%
Cc1nc2sccn2c(=O)c1CCN1CCC(=C(c2ccc(F)cc2)c2ccc(F)cc2)CC1 | 0.8%
Cc1cccc2cc(CN(Cc3ccco3)C(c3nnnn3CCc3ccccc3)C(C)C)c(=O)[nH]c12 (stereo not drawn) | -4.0%
COc1cc2c(cc1OC)[C@]13CCN4CC5=CCO[C@@H]6CC(=O)N2[C@@H]1[C@H]6[C@@H]5C[C@H]43 | -2.2%
Cc1ccc2nc(NC3=NCN(CCc4ccccc4)CN3)nc(C)c2c1 | 1.1%
O=C(c1cnn2c1NC(c1ccco1)CC2C(F)(F)F)N1CCN(c2cccc(Cl)c2)CC1 (stereo not drawn) | -2.9%
CCN(CC(=O)Nc1ccc2c(c1)OCCO2)C(=O)C1CCCCC1 | -1.9%
CCOC(=O)N1CCC(Nc2cccc(SC)c2)CC1 | 7.7%
Cc1ccccc1-c1nc(CS(=O)(=O)CC(=O)N2CCc3ccccc32)c(C)o1 | 3.0%
COc1ccccc1NC(=O)CN1CCN(c2ccccc2F)CC1 | 2.9%
O=C(CCN1C(=O)C2C3C=CC(C3)C2C1=O)N1CC(=O)N(CCc2ccccc2)C(=O)C1 (stereo not drawn) | -3.8%
Oc1c(/C=N/c2ncn[nH]2)ccc2ccccc12 | -1.3%
CNC(=O)CSc1nnc(-c2ccncc2)n1Cc1ccccc1 | -0.5%
N#CC1(c2nc3ccccc3[nH]2)CC1c1ccc2c(c1)OCO2 (stereo not drawn) | -0.9%
COc1ccc(C2(CNC(=O)CCC(=O)O)CCCC2)cc1 | 0.7%
COc1ccc(C(=O)N(CC(=O)NC(C)(C)C)c2ccc3c(c2)OCCO3)cc1OC | 1.4%
CCOC(=O)C1CCN(c2c(NCCN3CCCCC3C)c(=O)c2=O)CC1 (stereo not drawn) | 9.6%
O=c1c2c3c(sc2nc2n1CCC2)CCC3 | -2.8%
CC(=O)Nc1ccc(S(=O)(=O)n2nc(-c3ccc(C)cc3)nc2N)cc1 | 11.3%
Cc1cc(=O)[nH]c(SCCOc2ccc(OC(C)C)cc2)n1 | -3.1%

Additional structures.
smiles | AmpC det inh
CCN1C[C@@]2(COC(=O)c3ccccc3N3C(=O)C[C@H](C)C3=O)CC[C@H](OC)[C@@]34[C@@H]5CC6[C@@H](OC)C[C@@](O)([C@H]5[C@H]6OC)C(O)([C@@H]13)[C@@H](OC)[C@H]24 | 0.0%
CN1CCN(C(=O)c2ccc(N(Cc3ccc(Cl)cc3)S(C)(=O)=O)cc2)CC1 | -1.4%
CC(C)NS(=O)(=O)c1ccc(CCC(=O)O)cc1 | -4.6%
COc1ccc(CNc2ccc(S(N)(=O)=O)cc2)c(OC)c1OC | -1.4%
CCCn1c(N)c(C(=O)CSc2nc3ccccc3n2CCC#N)c(=O)n(C)c1=O | 11.4%
O=C(OCc1nc2ccccc2s1)C1CCN(C2=NS(=O)(=O)c3ccccc32)CC1 | -0.4%
O=S(=O)(NC1CC1)c1ccc(S(=O)(=O)N2CCCC(c3nc(-c4cccnc4)no3)C2)cc1 (stereo not drawn) | -3.2%
O=C(O)c1cc(Cl)c2ccccc2c1O | -5.3%
O=C(c1ccccc1F)N1CCN(S(=O)(=O)c2ccc3c(c2)OCCO3)CC1 | 1.9%
CC12CNCC(C)(CNC1)C2O (stereo not drawn) | 13.4%
O=C(Nc1nnc(COc2ccc(Cl)cc2)s1)c1cccs1 | -3.8%
CCn1c(SCC(=O)Nc2ccc3c(c2)OCO3)nnc1-c1ccccc1O | -3.9%
